# Compound activity (PubChem)
# FEN1 inh: human FEN1 inhibition; P39748; Recombinant FEN1 flap cleavage, fluorescence, 15 min; Potency, µM (highest dose often 114 µM), without a hit: top-dose activity change, negative = inhibition, hits mostly inhibitors; 390,000 tested, 0.35% active; AID 588795; also: nearly all actives have a fitted effect of over 65% in size
#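 Steps: FEN1 (10 nM) dispensed; compound added by pin tool; 15 min at room temperature; substrate added to 50 nM final; reads at 0 min and 15 min; data normalized and fitted (four-parameter Hill).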
# N370S GC mod: inhibits or activates N370S mutant glucocerebrosidase. P04062. N370S GC spleen homogenate, 4MU-glucoside fluorescence. Potency, µM (titrated, usually from 59.4 µM), inactives show at the highest dose activity change, negative = inhibition, actives largely listed as inhibitors. 330,000 tested, 0.092% active. AID 2101;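 also: 0% = full enzyme activity and -100% = no enzyme basal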
# GCN5L2 inh: inhibitors of human GCN5L2 histone acetyltransferase. Q92830. 390,000 tested, 0.21% active. Potency, µM (top dose mostly 58.9 µM), for the others: at the highest dose activity change, negative = inhibition, actives largely listed as inhibitors. GCN5L2 HAT assay, ThioGlo1 CoA-SH fluorescence
# Target sequence (Q92830 whole entry, looked up): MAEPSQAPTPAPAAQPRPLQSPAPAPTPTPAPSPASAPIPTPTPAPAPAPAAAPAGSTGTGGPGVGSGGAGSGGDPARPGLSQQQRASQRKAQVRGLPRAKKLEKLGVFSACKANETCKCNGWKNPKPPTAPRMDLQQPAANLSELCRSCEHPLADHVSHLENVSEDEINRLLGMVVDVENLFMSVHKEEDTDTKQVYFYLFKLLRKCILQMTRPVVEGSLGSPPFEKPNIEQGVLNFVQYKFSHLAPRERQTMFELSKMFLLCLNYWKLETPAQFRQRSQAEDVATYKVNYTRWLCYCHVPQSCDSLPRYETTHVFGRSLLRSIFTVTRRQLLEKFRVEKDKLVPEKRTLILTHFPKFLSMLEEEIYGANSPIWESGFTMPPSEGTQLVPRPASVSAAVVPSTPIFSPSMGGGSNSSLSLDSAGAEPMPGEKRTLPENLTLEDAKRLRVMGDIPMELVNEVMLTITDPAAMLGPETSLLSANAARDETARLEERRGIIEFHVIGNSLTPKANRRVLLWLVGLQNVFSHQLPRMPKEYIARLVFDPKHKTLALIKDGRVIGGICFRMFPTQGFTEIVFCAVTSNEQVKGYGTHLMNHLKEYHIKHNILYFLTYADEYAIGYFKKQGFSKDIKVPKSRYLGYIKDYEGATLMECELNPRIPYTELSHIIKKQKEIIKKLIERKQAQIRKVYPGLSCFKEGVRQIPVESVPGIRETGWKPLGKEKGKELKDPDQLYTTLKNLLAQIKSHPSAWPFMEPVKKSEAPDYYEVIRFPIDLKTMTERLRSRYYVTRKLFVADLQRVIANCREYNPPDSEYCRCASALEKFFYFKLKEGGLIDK
#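 Fluorescence readout, Ex340nm/Em540nm: ThioGlo1 (50uM final) reacts with free CoA thiol released as 20nM GCN5L2 acetylates H3(1-25) peptide (75uM) using acetyl-CoA (70uM). Compound and enzyme sat 15 min beforehand; 20 min room-temperature reaction.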
# * = called active by the depositor; ? = inconclusive; / = not tested or not shown; & = joins results of further samples; [ ] = another dose, or the depositor's remark. Calls follow the shape of the dose curve; as a rule, active = well fitted curve in the direction sought with a large enough effect; inconclusive = small, poorly fitted or top-dose-only effect, or another doubt; inactive = no such curve, though single readings can be large; an effect the other way counts as inactive or inconclusive. Unless noted, % is scaled to controls: 0 for no effect and ±100 for the full control effect; potency is read from the fitted curve at half-maximal effect. This is a random part of the collection; any-hit rate near 0.54%.
SMILES,FEN1 inh,N370S GC mod,GCN5L2 inh
N#CCC(=O)N/N=C/c1ccc(N2N=C(c3ccccc3)CC2c2ccccc2)cc1 (stereo not drawn),-20%,?,-1%
COc1ccc(N(CC(=O)Nc2cc(C)ccc2C)S(=O)(=O)c2ccccc2[N+](=O)[O-])c(OC)c1,-3%,-3%,-16%
O=c1c2ccccc2nc2c3ccccc3c(NCc3cccnc3)nn12,17%,17%,-2%
COC(=O)NNC(=O)C12CC3CC(CC(C3)C1)C2,3%,7%,0%
Cc1cccc(NS(=O)(=O)c2cccc(C(=O)N3CCN(S(=O)(=O)c4ccccc4)CC3)c2)c1,17%,-5%,-1%
CC(C)CN(C(=O)COC(=O)C12CC3CC(CC(Cl)(C3)C1)C2)c1c(N)n(Cc2ccccc2)c(=O)[nH]c1=O,-8%,1%,2%
CC(=O)c1c(C)nc(-c2ccc(Cl)cc2Cl)n1O,1%,2%,-1%
Cc1cccc(N(C)c2cc(C)nc3nc(C)nn23)c1,-17%,8%,-4%
Cc1ccccc1OCCn1c(=N)n(C(C)C)c2ccccc21,-1%,/,-10%
Cc1ccccc1CS(=O)(=O)CC1(O)CCN(C(=O)c2cccc(C(F)(F)F)c2)CC1,-1%,1%,-22%
O=C(NC(Cc1c[nH]c2ccccc12)C(=O)NCc1ccc(F)cc1)OCc1ccccc1 (stereo not drawn),-23%,2%,-9%
COc1ccc(C(=O)NNC(=O)CCCCC(=O)NNC(=O)c2ccc(OC)cc2)cc1,-16%,-2%,-12%
CCCN(C(=O)Cn1cnc2sc(C)c(S(=O)(=O)N3CCN(c4ncccn4)CC3)c2c1=O)c1cccc(C)c1,-4%,/,0%
Cc1ccc2c(C)c(C(=O)N3CCN(Cc4ccccn4)CC3)oc2c1C,-7%,-5%,0%
Cc1[nH]ccc(=O)c1OCC(=O)O,-7%,7%,-23%
CC(C)N(C(=S)Nc1cc(S(=O)(=O)N2CCOCC2)ccc1Cl)c1ccccc1,4%,1%,4%
COC(=O)Cn1nnc(-c2cccc(OC)c2)n1,-3%,1%,-9%
C=CCn1c(SCc2ccc(Cl)cc2)nc2cc(C(=O)N3CCC(C(N)=O)CC3)ccc2c1=O,-1%,-8%,-5%
CC(C)NC(=O)c1noc2cc([N+](=O)[O-])ccc12,-11%,1%,-14%
CCOc1cc(C2NC(=O)CCC2[N+](=O)[O-])cc(Br)c1OC (stereo not drawn),18%,-4%,2%
O=C(CSc1n[nH]c(=O)n1-c1cccnc1)Nc1ccccc1Cl,1%,-16%,-20%
COc1ccc(CCNC(=O)CSC2=Nc3ccccc3C3=NC(C(C)C)C(=O)N23)cc1OC (stereo not drawn),-1%,24%,0%
Cc1c(/C=N/NC(=O)c2cc(C(C)(C)C)[nH]n2)c2ccccc2n1C,0%,5%,-2%
CC(=O)c1ccc(NC(=S)N2CCN(CCO)CC2)cc1,2%,1%,3%
Cc1ccc(C)c(SCC(=O)Nc2cccc(S(=O)(=O)N3CCOCC3)c2)c1,-12%,-8%,0%

# Just GCN5L2 inh, for 3 of the compounds above:
molecule,GCN5L2 inh
Cc1c(/C=N/NC(=O)c2cc(C(C)(C)C)[nH]n2)c2ccccc2n1C,-2%
Cc1ccccc1CS(=O)(=O)CC1(O)CCN(C(=O)c2cccc(C(F)(F)F)c2)CC1,-22%
C=CCn1c(SCc2ccc(Cl)cc2)nc2cc(C(=O)N3CCC(C(N)=O)CC3)ccc2c1=O,-5%

# Complete entries from above. Values in the order: FEN1 inh, N370S GC mod, GCN5L2 inh
# Profile of `CC(C)N(C(=S)Nc1cc(S(=O)(=O)N2CCOCC2)ccc1Cl)c1ccccc1` → 4%, 1%, 4%
# Profile of `Cc1ccccc1OCCn1c(=N)n(C(C)C)c2ccccc21` → -1%, /, -10%

# Carrying on.
SMILES,FEN1 inh,N370S GC mod,GCN5L2 inh
CN(C)C(=O)CCc1ccc2c3c([nH]c2c1)[C@]1(CCc2ccccc2)[C@@H](C(=O)N2CCCCC2)C[C@H](CC(=O)NCCC2=CCCCC2)C(=O)N1CC3,3%,/,-1%
O=C(c1cc(F)ccc1F)C1CCCN(Cc2cccn2-c2ccccn2)C1 (stereo not drawn),4%,5%,-2%
COc1ccc(OC)c(NC(=O)C(C)n2nc(C)c3c(C)n(-c4ccccc4)nc3c2=O)c1 (stereo not drawn),14%,/,-1%
CCCN(CC(=O)Nc1ccccc1C)C(=O)c1ccc(N2CCCC2)c([N+](=O)[O-])c1,-6%,-4%,-3%
CCNC(=O)N1CCOCC1,2%,1%,-7%
Cc1cc(C)cc(NC(=O)C(Cc2ccccc2)NS(=O)(=O)c2ccc3c(c2)c(=O)n(C)c(=O)n3C)c1 (stereo not drawn),6%,/,-6%
COc1cc(SC)ccc1C(=O)N1CCN(S(=O)(=O)/C=C/c2ccccc2)CC1,5%,/,-9%
O=C(Nc1ccc(Cl)cc1)Nc1ccccc1CC[N+](=O)[O-],-14%,1%,-2%
CCCCc1c(C)nc2c(-c3ccc(Cl)cc3)c(C)[nH]n2c1=O,-14%,/,4%
Cc1ccc(C)c(NS(=O)(=O)c2ccc3oc(=O)ccc3c2)c1,12%,-2%,-2%
Clc1ccc(N=c2ssnc2Cl)cc1,0%,-1%,14µM*
Cc1nc(CSc2ccccc2)cc(=O)[nH]1,-3%,-3%,-5%
Cc1ccccc1C(=O)c1cn[nH]c1-c1ccccc1O,-13%,0%,-13%
c1ccc(CN2c3ccccc3-c3nc4ccccc4n3C2c2ccccn2)cc1 (stereo not drawn),4%,26%,-21%
COc1cccc(-n2c(SCC(=O)N3CCCCC3)nc3c([nH]c4ccccc43)c2=O)c1,-1%&20%,6%,1%&-6%
Cc1ccc(C(=O)Sc2cccccc2=O)cc1,1%,-11%,-28%
O=C(CCl)N1N=C(c2ccco2)CC1c1ccco1 (stereo not drawn),?,3%,-14%
COc1ccc2c(c1)c(C1=C(c3c[nH]c4ccccc34)C(=O)NC1=O)cn2CCCN(C)C,/,?,4%
CCCCOC(=O)c1ccc(NC(=O)C(=O)NCc2ccncc2)cc1,-4%,-10%,3%
Cc1nc2ccccc2nc1N1CCOCC1,3%,?,-10%
COc1ccccc1CNC1CCN(Cc2ccccc2)CC1,-3%,-8%,-1%
COc1ccc(NC(=O)CCNC(=O)Cn2cnc3sc4c(c3c2=O)CCCC4)c(OC)c1,5%,3%,-3%
Cc1cc(C)c(/C=N/NC(=O)c2nnn(-c3nonc3N)c2CN2CCC(C)CC2)c(C)c1,-25%,11%,-15%
C=CC[C@@H](CC(=O)NCCO)C(=O)N[C@@H](COC(=O)[C@@H](CC=C)CC(=O)OC(C)(C)C)Cc1ccccc1,-15%,/,-6%
CCS(=O)(=O)n1nc(-c2ccco2)nc1NCc1ccc(C(C)C)cc1,-1%,/,-17%

# (list continues)
SMILES,FEN1 inh,N370S GC mod,GCN5L2 inh
Cc1cc2nc(C3CCN(Cc4nnnn4Cc4cccs4)CC3)[nH]c2cc1C,3%,2%,2%
Cc1oc(-c2cccc(Cl)c2)nc1CN1CCC(C(=O)NC(C)c2ccccc2)CC1 (stereo not drawn),16%,/,-1%
COC(=O)Nc1ccc(S(=O)(=O)Nc2cc(OC)nc(OC)n2)cc1,7%,0%,-4%
CC1CC(C)CN(C(=O)c2ccncc2)C1 (stereo not drawn),-1%,15%,-7%
Cc1cc(C)cc(-n2ncc3c2CCCC3NC(=O)CCN2Cc3ccccc3C2=O)c1 (stereo not drawn),-3%,-7%,1%
Cc1cc(C(=O)NCCCn2ccnc2)cs1,-10%,3%,1%
Cc1ccc(-c2nc(C)sc2CC(=O)Nc2nnc(C)s2)cc1,-4%,-8%,1%
CCOC(=O)c1c(C)oc(C)c(C(=O)OCC)c1=O,-5%,-4%,23%
O=C(C1COc2ccccc2O1)N(Cc1cccnc1)c1nc2ccc(Cl)cc2s1 (stereo not drawn),-6%,/,-9%
O=C(Nc1ccc(Cl)cc1)Nc1cc(S(=O)(=O)N2CCOCC2)ccc1N1CCCC1,-1%,6%,-6%
COC(=O)CNC(=O)C1CCN(S(=O)(=O)c2cccc3nsnc23)CC1,9%&18%,-27%,1%&-2%
Cc1ccc2nc(/C(C#N)=C/c3cccc(Br)c3)[nH]c2c1,-13%,/,?
COc1cc(NC(=O)c2ccc(CNc3c(N4CCCC4)c(=O)c3=O)cc2)cc(OC)c1OC,11%,-15%,-12%
O=c1[nH]c(O)c(N=Nc2ccc(Cl)c(S(=O)(=O)Nc3ccccc3Cl)c2)c(=O)[nH]1,8%,/,-6%
CCN(CC(=O)Nc1ccc2c(c1)OCCO2)C(=O)c1cccc(S(=O)(=O)N2CCOCC2)c1,-3%,-1%,-13%
COC(=O)c1c(-c2ccc(N(C)C)cc2)sc2ccc(OC)cc12,-21%,/,?
COc1ccc(-n2ccnc2CN2CCCC(CO)(Cc3cccc(OC)c3)C2)cc1 (stereo not drawn),-10%,-13%,-19%
CCn1cc2nc(SCc3ccc(F)cc3)n(CCc3ccccc3)c(=O)c2n1,2%,/,-11%
Cc1cccn2c(=O)c(C=O)c(Cl)nc12,0%,10%,-3%
COc1cccc(N2CCN(c3ccc([N+](=O)[O-])cn3)CC2)c1,-2%,-8%,11%
OCCN1CCN(CC/C=C2\c3ccccc3Sc3ccc(C(F)(F)F)cc32)CC1,/,5%[21.6 µM],5%[21.4 µM]
COc1cc(C(=O)O/N=C2/C=C(C)C(=O)C=C2C)cc(OC)c1OC,-5%,-3%,0%
Cc1ccn2c(C(=O)CSc3ccc(Cl)cc3Cl)c(C)nc2c1,3%,12%,-9%
O=C(NCCc1ccc(F)cc1)c1cc(-c2ccncc2)nc2ccccc12,/,-8%,-1%
O=C(CSc1nnc2ccccn12)NCc1ccco1,-10%,-2%,0%

# In another format: entries from further up.
mol | FEN1 inh | N370S GC mod | GCN5L2 inh
O=C(CCl)N1N=C(c2ccco2)CC1c1ccco1 (stereo not drawn) | ? | 3% | -14%
COc1ccc2c(c1)c(C1=C(c3c[nH]c4ccccc34)C(=O)NC1=O)cn2CCCN(C)C | / | ? | 4%
CCCCOC(=O)c1ccc(NC(=O)C(=O)NCc2ccncc2)cc1 | -4% | -10% | 3%
Cc1nc2ccccc2nc1N1CCOCC1 | 3% | ? | -10%

# Going on with the list:
SMILES,FEN1 inh,N370S GC mod,GCN5L2 inh
Cc1cc(/C=N/NC(=O)C(O)(c2ccccc2)c2ccccc2)c(C)n1-c1ccc(C(=O)O)cc1,-14%,-10%,0%
CC(=O)Nc1cccc(O)c1,34%,-8%&21%,-1%&-4%
CCCCOCCCNCc1cccn1CCN1CCOCC1,3%,-2%,0%
CCN(CC)S(=O)(=O)c1ccc(S(=O)(=O)Nc2ccc(C(=O)N3CCCC3)cc2)cc1,-4%,-5%,-11%
CCOC(=O)N/N=C/C=C/c1ccccc1[N+](=O)[O-],-1%,-4%,2%
O=C(O)c1ccc2cccc(Cl)c2c1O,2%,-4%,1%
CCOc1ccc(C2Sc3ccccc3NC3=C2C(=O)OC3)cc1 (stereo not drawn),?,?,-14%
CCn1c(SCC(=O)N/N=C(\C)c2ccco2)nnc1-c1ccccc1,-4%,12%,-1%
CCOc1ccc(S(=O)(=O)N2CCCCCC2)cc1,-1%,6%,-3%
O=C(Cn1ncc2c(=O)oc3ccccc3c21)N1CCc2ccccc2C1,-3%,6%,-1%
COC(=O)c1ncn(C2OC(COC(C)=O)C(OC(C)=O)C2OC(C)=O)n1 (stereo not drawn),21%,-7%,-1%
CC(C)(C)c1cc(NC(=O)CCl)n(-c2ccccc2)n1,2%,-9%,-21%
CCC(Sc1nnc(-c2ccc(C)c(Cl)c2)n1CC)C(=O)Nc1nccs1 (stereo not drawn),0%,9%,-4%
Cc1ccccc1NC(=S)NNC(=O)c1cccc(Br)c1,-12%,2%,0%
O=C(CCCO)N/N=C/c1cc(Br)ccc1O,-1%,-23%,-6%
O=C(NCCc1c[nH]c2ccccc12)c1ccccc1,4%,1%,-1%
CCCn1c(SC(C)C(=O)O)nc2ccccc21 (stereo not drawn),0%,-9%,-13%
COC(=O)c1c(NC(=O)c2nc3ccccc3s2)sc2c1CC(C)(C)NC2(C)C,-11%,-4%,-8%
Cc1ccc(S(=O)(=O)N(C)Cc2nc(-c3ccccc3)oc2C)cc1,-23%,/,-16%
CC1CCCC(C)N1C(=O)c1cc(-c2ccc(Cl)c(Cl)c2)on1 (stereo not drawn),11%,4%,?
Cc1nc(SCC(=O)N2CCN(C(=O)c3ccco3)CC2)c2c(C)c(C)sc2n1,-13%,-5%,-1%
CN1CCN(S(=O)(=O)c2ccc([N+](=O)[O-])cc2)CC1,18%,-6%,3%
CCCNC(=O)Cc1cc(=O)[nH]c(=O)[nH]1,-2%,18%,3%
Cc1ccc(/C=N/NC(=S)NC2CCS(=O)(=O)C2)cc1 (stereo not drawn),5%,22%,-12%
CCOc1cc2c3c(c1)C1(OCCO1)C(=O)N3C(C)(C)CC2C (stereo not drawn),-7%,5%,-6%
CC(=O)NNC(=O)c1[nH]c2ccc(Cl)cc2c1-c1ccccc1,-4%,-8%,2%
CCc1nccn1S(=O)(=O)c1ccc(OC)c(OC)c1,18%,0%,-2%

# Copied from the list:
# GCN5L2 inh, CCOC(=O)N/N=C/C=C/c1ccccc1[N+](=O)[O-] : 2%
# GCN5L2 inh, CCCCOCCCNCc1cccn1CCN1CCOCC1 : 0%
